Bioassay records: PubChem BioAssay, several laboratories
MC4R ag barr: human MC4R agonism via beta-arrestin; P32245; U2OS MC4R beta-arrestin complementation, luminescence; percent of melanotan II response, DMSO zero; activation, % at 8.9 µM; 360,000 tested, 0.98% active;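 active = activation above a per-plate cutoff, the mean activation of sample wells on that plate plus 3 SD, cut at about 8% in these data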
HTR2A ag: activates the mouse 5-HT2A serotonin receptor; CHO-K1 mHTR2A beta-arrestin complementation, luminescence; percent of 30 µM serotonin response; AID 624169; 360,000 tested, 0.66% active; activation, % at 7.6 µM; P35363;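 active = activation above a run cutoff, the mean activation of all tested compounds plus 3 SD, cut at about 14% in these data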;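 note: 0% = plate median of compound wells and 100% = 30 µM serotonin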
Target sequence (P35363 whole entry, looked up): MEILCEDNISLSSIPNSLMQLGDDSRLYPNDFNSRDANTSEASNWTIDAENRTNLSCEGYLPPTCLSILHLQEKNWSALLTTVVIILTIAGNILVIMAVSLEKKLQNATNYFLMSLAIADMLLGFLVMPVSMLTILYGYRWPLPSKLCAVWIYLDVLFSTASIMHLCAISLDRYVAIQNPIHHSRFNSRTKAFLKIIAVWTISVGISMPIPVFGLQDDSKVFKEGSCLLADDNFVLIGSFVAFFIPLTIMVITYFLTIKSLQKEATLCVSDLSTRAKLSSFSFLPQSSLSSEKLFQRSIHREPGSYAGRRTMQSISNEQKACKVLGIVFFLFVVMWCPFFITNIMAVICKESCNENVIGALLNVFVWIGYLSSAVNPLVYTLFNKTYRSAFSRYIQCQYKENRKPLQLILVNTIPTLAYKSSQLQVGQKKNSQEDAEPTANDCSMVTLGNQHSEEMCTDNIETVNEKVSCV
MC4R antag cAMP: human MC4R antagonism in cAMP assay; P32245; MC4R-expressing cells, MTII-stimulated cAMP, LANCE TR-FRET; inhibition, % at 6.5 µM; 360,000 tested, 0.48% active; AID 540295;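 active = inhibition above its plate's cutoff, the mean of tested wells on that plate plus 3 SD, cut at about 29% in these data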;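 note: 0% = Melanotan II alone and 100% = Melanotan II plus saturating MCL0020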
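Test system: U2OS cells stably expressing human melanocortin 4 receptor (MC4R); also added: Melanotan II challenge; compound: 6.5 µM single dose; timing: 30-min compound preincubation, 1-h Melanotan II challenge, 1-h detection, room temperature; signal: Eu-cAMP/anti-cAMP TR-FRET, emission 671 nm; repeats: one well per compound, no replicates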
Glyco luc inh: blocks N-linked glycosylation in D54 reporter cells; reporter increase, % at 12.5 µM; D54 ERlucT glycosylation luciferase reporter, 24 h; percent of 100 nM tunicamycin response; 360,000 tested, 0.23% active; AID 588692;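 active = mean luciferase reporter signal, scaled so untreated is 0 and the glycosylation-blocking control 100, at or above a set limit in every replicate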;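 note: luciferase carries N-glycosylation sites so blocking glycosylation raises the light; 0% = median of neutral control wells and 100% = median of 100 nM tunicamycin wells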
ABHD5 PLIN5 PPI: blocks binding of human ABHD5 to perilipin-5 | 360,000 tested, 0.78% active | Split G. princeps luciferase complementation, luminescence, 4 h | inhibition, % at 4 µM | Q00G26+Q8WTS1;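 active = inhibition above the mean inhibition across every tested compound plus 3 SD, cut at about 22% in these data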;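 note: 0% = DMSO only wells and the 100% control is not disclosed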
ABCB6 inh 2: inhibitors of human ABC transporter ABCB6 | 360,000 tested, 0.19% active | K562-ABCB6 porphyrin accumulation, flow cytometry, 1 h; active compounds read low | Q9NP58 | fluorescence ratio to DMSO, % at 10 µM;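 active = fluorescence ratio to DMSO below 75%, the collection mean minus 3 SD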;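 note: signal is porphyrin accumulated inside mitochondria; 100% equals median channel fluorescence of DMSO control wells; lower ratio means ABCB6 inhibition with less porphyrin fluorescence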
CaV13 ICDI inh: Disruptors of the CACNA1D IQ motif to Ca2+-dependent inactivation inhibitor domain association, primary screening, Förster resonance energy transfer in intact living …; HEK cells, CFP/YFP FRET ICDI-IQ, plate reader, 10 min; percent FRET-ratio fall versus neutral wells; inhibition, % at 12.3 µM; 340,000 tested, 0.098% active; AID 743397;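 active = mean replicate inhibition of at least 30% and at least 1% of replicates passing that level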;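 note: 0% = median of the neutral control wells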
Exocytosis inh: blocks lytic granule exocytosis; 360,000 tested, 0.66% active; TALL-104 LAMP-1 surface exposure, flow cytometry; cells stimulated with thapsigargin and PMA; AID 651702; inhibition, % at 10 µM;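 active = inhibition above about 55%, limit read from the data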
PDI turbidity: blocks human protein disulfide isomerase activity. P07237. PDI insulin aggregation turbidity, A650, 90 min. inhibition, % at 10 µM. 350,000 tested, 0.052% active;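 active = mean inhibition across replicates of 30% or more, whatever share of single replicates reach that level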;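 note: absorbance from insulin aggregation driven by PDI reduction with DTT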
Target sequence (P07237 whole entry, looked up): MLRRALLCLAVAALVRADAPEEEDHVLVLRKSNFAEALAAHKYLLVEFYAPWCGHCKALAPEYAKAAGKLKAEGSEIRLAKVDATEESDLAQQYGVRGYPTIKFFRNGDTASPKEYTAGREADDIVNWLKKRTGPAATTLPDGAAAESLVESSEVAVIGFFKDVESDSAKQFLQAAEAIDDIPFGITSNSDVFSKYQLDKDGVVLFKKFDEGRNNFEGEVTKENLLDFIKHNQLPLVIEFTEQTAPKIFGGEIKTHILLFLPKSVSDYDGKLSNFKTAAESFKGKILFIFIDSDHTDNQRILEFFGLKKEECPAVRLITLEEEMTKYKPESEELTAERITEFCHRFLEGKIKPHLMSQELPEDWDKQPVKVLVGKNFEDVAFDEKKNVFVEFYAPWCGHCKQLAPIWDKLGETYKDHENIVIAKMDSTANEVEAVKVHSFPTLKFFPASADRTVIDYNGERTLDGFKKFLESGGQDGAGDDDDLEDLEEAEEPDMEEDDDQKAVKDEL
H9c2 protect: myocardial damage modulation in H9c2 cells; 360,000 tested, 0.63% active; protection from H2O2 cell death, % at 20 µM; H9c2 cardiomyocytes, H2O2 injury protection, ATPLite, 2 h; AID 588492;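 active = compounds giving at least 50% protection of heart cells from peroxide-induced death in the single-dose screen, raw or plate-pattern-corrected value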;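 note: 0% = DMSO wells with peroxide and 100% = DMSO wells without peroxide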
Active calls of the source: *; / = no result given.

SMILES | MC4R ag barr | HTR2A ag | MC4R antag cAMP | Glyco luc inh | ABHD5 PLIN5 PPI | ABCB6 inh 2 | CaV13 ICDI inh | Exocytosis inh | PDI turbidity | H9c2 protect
Cc1cc(NC(=O)COC(=O)C2CC2)ccc1Br | -1.8 | -10 | 3 | -1 | 6 | 95 | -5 | -5 | 3 | -8
O=C(O)CSc1nc(-c2ccccc2)c(-c2ccccc2)[nH]1 | 0.9 | -1 | 2 | 0 | -3 | 91 | -16 | -2 | -6 | -4
CCn1nc(C)c(NC(=O)c2cnn3c(C(F)F)cc(-c4ccccc4)nc23)c1C | -1.9 | 3 | 16 | 2 | -6 | 106 | 7 | 3 | -11 | 10
COc1cccc(-c2cnc3c(c2)C(=O)N([C@H](C)CO)C[C@@H](C)[C@H](CN(C)C(=O)Nc2ccccc2F)O3)c1 | -1.7 | -1 | 2 | 2 | 3 | 100 | -8 | 5 | -5 | -2
CCOC(=O)C1CCCN(C(=O)c2ccc(OC)cc2)CC1 (centres undefined) | -1.5 | -3 | -3 | 2 | 3 | 104 | -5 | 9 | -47 | 6
Cc1cc2c(c(=O)n1Cc1cccnc1)C(Cc1ccccc1)C(C#N)=C(N)O2 (centres undefined) | -4.5 | 3 | 3 | -1 | 0 | 100 | / | -3 | -2 | -5
CCN(CC)C(=O)COc1ccc2c(c1)C(=O)CC(C)(C)O2 | 1.7 | 6 | 6 | 1 | -4 | 101 | -6 | -2 | 13 | 0
COc1cc(C(=O)Nc2ccc3c(c2)Cc2ccccc2-3)cc(OC)c1OC | 2.7 | 0 | 0 | 3 | -1 | 97 | -4 | -1 | -14 | 1
COc1ccc(C)cc1Cn1c(S(C)(=O)=O)nc2ccccc21 | -1.9 | -7 | 0 | -5 | -2 | 93 | -8 | -3 | 0 | -5
COC(=O)c1cccc2c(C(=O)O)cc(-c3ccccc3)nc12 | -2.2 | 0 | 12 | 0 | 7 | 109 | -5 | 2 | 11 | -1
O=C(/C=C/c1ccc([N+](=O)[O-])cc1)NCc1ccco1 | -1.5 | -4 | 4 | 1 | 1 | 102 | -18 | -2 | -6 | 3
O=C(Nc1cccc(NC(=O)c2cccs2)c1)c1cccnc1 | -1.6 | -1 | 4 | -2 | 13 | 95 | -2 | 12 | -1 | 5
O=C(CCC1CCCCC1)NNC(=O)NC12CC3CC(CC(C3)C1)C2 | 2.5 | 1 | 1 | 0 | -7 | 108 | -5 | 2 | 5 | -1
COc1ccc(C(=O)NC2CC2)cc1OC1CCN(Cc2cc(C)cc(C)c2)CC1 | -2.6 | -9 | 4 | -1 | 1 | 92 | -4 | -1 | -1 | 10
COc1ccccc1NC(=O)Nc1nc(CC(=O)Nc2ccc(F)c(F)c2)cs1 | 3.2 | -5 | -3 | -3 | -11 | 97 | -4 | -2 | 7 | -6
O=C(O)CCn1cc(/C=C2\SC(=S)NC2=O)c(-c2ccccc2)n1 | -1.2 | 0 | 4 | 3 | 2 | 118 | -6 | -3 | 0 | -1
Cc1ccc(CNc2ncnc3ccc(-c4ccoc4C)cc23)o1 | -0.9 | -7 | -6 | -13 | 11 | 97 | -8 | 13 | 0 | -27
N#Cc1c(NC(=O)CCCC(=O)O)sc2c1CCCCC2 | -0.5 | 2 | 0 | -7 | -15 | 100 | -5 | 3 | -2 | 0
O=C(Cc1ccc(Cl)cc1)Nc1ccc(N2CCN(C(=O)c3ccco3)CC2)c(Cl)c1 | -0.5 | -3 | 4 | -7 | 0 | 93 | -7 | 0 | -10 | -9
Nc1ccc(CCS(N)(=O)=O)cc1 | -1.5 | 0 | 19 | 1 | 4 | 109 | -3 | -4 | 0 | -2
O=C(O)COCC(=O)Nc1ccc(-n2cnnn2)cc1 | -0.5 | 0 | 9 | 3 | 0 | 98 | -3 | -6 | -2 | -1
N#CCCN(C(=O)COC(=O)CCc1nc2ccccc2c(=O)[nH]1)c1ccccc1F | -0.3 | 0 | 0 | 1 | 1 | 95 | -5 | -2 | 8 | 58*
COC(=O)/C=C1\NCCNC1=O | -2.7 | 3 | -1 | 0 | 4 | 97 | -20 | -10 | -1 | 2
O=C(CCNC(=O)Cn1cnc2ccccc2c1=O)NCC1COc2ccccc2O1 (centres undefined) | -0.2 | -3 | 3 | 1 | -1 | 89 | 1 | 4 | 4 | -8
CCCOc1ccc(F)cc1-c1cc(C(=O)Nc2ccc(OC)cc2OC)[nH]n1 | 0.1 | 11 | 6 | 1 | -1 | 94 | -4 | -2 | 8 | 1
Cc1cc(C(=O)N2CCCC(CNS(=O)(=O)c3cccs3)C2)nn1C (centres undefined) | -1.1 | 3 | 4 | -1 | 2 | 100 | -6 | 0 | -2 | -8
O=C(NCCN1CCOCC1)c1cc2n(n1)C(C(F)(F)F)CC(c1ccc(F)cc1)N2 (centres undefined) | -0.2 | -4 | 7 | 2 | 2 | 95 | -9 | 6 | 9 | 2
COc1ccc(C(c2oc(CO)cc(=O)c2O)c2oc(CO)cc(=O)c2O)cc1 | -2.0 | -2 | 1 | 1 | -2 | 94 | -19 | 0 | -2 | -3
Cn1cccc1C(=O)NNC(=O)c1ccccc1Br | 0.2 | 3 | 16 | 0 | 6 | 95 | -2 | 0 | 6 | -4
COc1ccc(N2CCN(C(=O)CSc3ncnc4c3cnn4-c3ccc(OC)cc3)CC2)cc1 | -0.9 | -4 | 5 | 1 | 7 | 104 | / | -1 | -2 | -10

Entries listed so far with sulfur:
SMILES | MC4R ag barr | HTR2A ag | MC4R antag cAMP | Glyco luc inh | ABHD5 PLIN5 PPI | ABCB6 inh 2 | CaV13 ICDI inh | Exocytosis inh | PDI turbidity | H9c2 protect
O=C(O)CSc1nc(-c2ccccc2)c(-c2ccccc2)[nH]1 | 0.9 | -1 | 2 | 0 | -3 | 91 | -16 | -2 | -6 | -4
COc1ccc(C)cc1Cn1c(S(C)(=O)=O)nc2ccccc21 | -1.9 | -7 | 0 | -5 | -2 | 93 | -8 | -3 | 0 | -5
O=C(Nc1cccc(NC(=O)c2cccs2)c1)c1cccnc1 | -1.6 | -1 | 4 | -2 | 13 | 95 | -2 | 12 | -1 | 5
COc1ccccc1NC(=O)Nc1nc(CC(=O)Nc2ccc(F)c(F)c2)cs1 | 3.2 | -5 | -3 | -3 | -11 | 97 | -4 | -2 | 7 | -6
O=C(O)CCn1cc(/C=C2\SC(=S)NC2=O)c(-c2ccccc2)n1 | -1.2 | 0 | 4 | 3 | 2 | 118 | -6 | -3 | 0 | -1
N#Cc1c(NC(=O)CCCC(=O)O)sc2c1CCCCC2 | -0.5 | 2 | 0 | -7 | -15 | 100 | -5 | 3 | -2 | 0
Nc1ccc(CCS(N)(=O)=O)cc1 | -1.5 | 0 | 19 | 1 | 4 | 109 | -3 | -4 | 0 | -2
Cc1cc(C(=O)N2CCCC(CNS(=O)(=O)c3cccs3)C2)nn1C (centres undefined) | -1.1 | 3 | 4 | -1 | 2 | 100 | -6 | 0 | -2 | -8
COc1ccc(N2CCN(C(=O)CSc3ncnc4c3cnn4-c3ccc(OC)cc3)CC2)cc1 | -0.9 | -4 | 5 | 1 | 7 | 104 | / | -1 | -2 | -10

Following part:
SMILES | MC4R ag barr | HTR2A ag | MC4R antag cAMP | Glyco luc inh | ABHD5 PLIN5 PPI | ABCB6 inh 2 | CaV13 ICDI inh | Exocytosis inh | PDI turbidity | H9c2 protect
O=C(COc1ccc2ccccc2c1)N1CCNCC1 | -1.0 | 4 | 6 | 1 | 2 | 98 | -19 | -1 | 0 | 2
COc1ccc(-n2c(Cc3cccn3C)nnc2SCC(=O)Nc2cccc(C)c2C)cc1 | 0.6 | -1 | 1 | 0 | 4 | 96 | -3 | -1 | / | -3
O=C(CSc1nnnn1-c1ccccc1)NC(=O)Nc1ccc2c(c1)OCCO2 | -1.4 | 1 | -2 | 1 | 0 | 90 | -4 | 0 | -3 | -4
CCn1c(COc2ccc(C)cc2)nnc1SCC(=O)Nc1ccc(S(N)(=O)=O)cc1 | 1.5 | 4 | 12 | -1 | 3 | 91 | 0 | 2 | 1 | -6
N/C(Cc1ccc([N+](=O)[O-])cc1)=N\OC(=O)COc1ccccc1Cl | -1.4 | 3 | 0 | 2 | -7 | 92 | -2 | -1 | 1 | -9
COC(=O)c1cccc(Oc2cccc(Cl)n2)c1 | -0.5 | 1 | 2 | 2 | 3 | 99 | -4 | -8 | 13 | -2
CCOC(=O)c1cc(C)sc1NC(=O)CSc1nnnn1C | -3.3 | -1 | 7 | 2 | 3 | 93 | -3 | 3 | 0 | 1
CCOC(=O)C1CCN(c2ncnc3c(C)csc23)CC1 | 4.4 | -2 | 10 | 0 | -2 | 95 | -15 | 2 | -4 | -11
O=C(O)C(O)C(O)c1nc2ccccc2[nH]1 (centres undefined) | -1.6 | -2 | -7 | 1 | 2 | 102 | -4 | 2 | -8 | 7
CC1CCN(c2ncccc2C(=O)O)CC1 | -2.8 | 4 | 10 | 1 | -1 | 101 | -7 | 2 | -1 | 0
Brc1ccc([C@H]2C=C[C@H]3CCCN4CC[C@H]2[C@@H]3[C@]42CO2)cc1 | / | -2 | / | / | -5 | 96 | -5 | -4 | / | /
Cc1cccc(CN2CCSc3sccc3C2=O)c1 | -2.4 | -3 | 2 | 0 | 1 | 95 | -7 | 0 | -6 | 5
COc1cccc(NC(=O)CCC2CCN(C(=O)c3sccc3C)CC2)c1 | -3.2 | -3 | 15 | 0 | -5 | 96 | -5 | 1 | -7 | -6
Cc1oc2c(C)c(O)ccc2c(=O)c1-c1ccc2ccccc2n1 | 5.0 | -1 | -8 | 1 | -1 | 88 | -4 | -3 | 14 | 6
O=C(Nc1nnc(C2CC2)s1)C1CCCO1 (centres undefined) | -0.7 | 0 | 9 | 4 | 5 | 88 | -2 | 0 | -7 | 2
O=C(Nc1ncccn1)c1cc(-c2cccc(Br)c2)nc2ccccc12 | -0.3 | -2 | 7 | 1 | 2 | 98 | -4 | 1 | -15 | 23
CC(C)C(=O)N1CCC(Cc2ccccc2)CC1 | 0.1 | 1 | 1 | -3 | 1 | 95 | -2 | -3 | 9 | 3
COc1cccc(CC(=O)N2CCN(S(=O)(=O)c3ccc(Br)cc3)CC2)c1 | 1.2 | -2 | 3 | -2 | -8 | 104 | -5 | 2 | -3 | 3
O=c1cc(Cc2nnc(SCc3ccccc3)n2-c2ccc(Cl)cc2)[nH]c(=O)[nH]1 | 0.8 | 3 | 1 | 2 | -2 | 100 | -1 | -3 | 7 | -7
CCCC(=O)Nc1nc(CC(=O)OCC)cs1 | -1.7 | 3 | 1 | 1 | -2 | 87 | 2 | -3 | 13 | 18
C=CCn1c(SCC(N)=O)nc2scc(-c3ccc(C)o3)c2c1=O | 0.7 | -1 | 0 | -3 | 13 | 101 | -5 | -8 | 13 | -8
CCOc1ccccc1N1CCN(C(=O)c2cc(C)oc2C)CC1 | -2.6 | 0 | 10 | 1 | 7 | 102 | -4 | 2 | 7 | 16
